# S aureus QS inh – inhibitors of bacterial quorum sensing in S. aureus | S. aureus RN6390 RNAIII-GFP reporter, AIP-induced, flow cytometry 3 h | inhibition, % at 2 µM | 0.3% of 24,000 active | AID 527;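 active = share of bacteria positive for the green fluorescent reporter and its mean brightness both inhibited by 50% or more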;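 note: 0% = AIP-stimulated control and 100% = unstimulated bacteria without AIP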
# S aureus QS inh GFP MFI % – recorded beside S aureus QS inh, whose call it bears; inhibition, %; measured here: inhibition of GFP MFI
# * hit, by the source's call. Some of the compounds tested; rates above refer to the full screens.
S aureus QS inh,S aureus QS inh GFP MFI %,structure
-6,-8,COc1ccc(C(=O)N2CCc3cc(OC)c(OC)cc3C2)cc1OC
-10,-15,CC(C)n1c(CCC(=O)O)ccc1-c1ccccc1
2,-18,Cc1ccccc1OCc1nc(-c2ccc(-n3cccc3)cc2)no1
0,16,O=C(Cn1cnc2c(cnn2-c2ccc(F)cc2)c1=O)NCC1CCCO1 (stereo not given)
1,7,Cc1ccc(Nc2nc(N)nc(CN3CCCCCC3)n2)cc1
-7,-36,COc1ccc(-c2c(C)oc3cc(O)cc(O)c3c2=O)cc1OC
0,6,COc1cccc(-c2cc(C(F)(F)F)nc(N3CCOCC3)n2)c1
10,22,O=C(O)CSc1cccc2cccnc12
0,1,O=C(NCC(F)(F)F)N1CCOCC1
-1,-40,O=C(CP(=O)(c1ccccc1)c1ccccc1)N1CCCCC1
4,8,O=C(NCc1ccccc1Cl)C1CCN(S(=O)(=O)N2CCCCC2)CC1
-2,-5,COc1cccc(C=Nc2ccc3c(c2)OCCO3)c1O
-1,-8,CCOc1ccc(CCNC(=O)CCN2C(=O)COc3ccccc32)cc1OCC
-7,-10,COc1ccc(CN2CC34C=CC(O3)C(C(=O)O)C4C2=O)cc1 (stereo not given)
1,11,COc1ccc(C2=NOC(C(=O)N3CCCc4ccccc43)C2)cc1 (stereo not given)

# Next section.
S aureus QS inh,S aureus QS inh GFP MFI %,structure
-2,19,O=C(NCc1ccc(F)cc1)c1cc2n(n1)C(C(F)(F)F)CC(C1CC1)N2 (stereo not given)
-1,-4,COc1ccccc1-c1cc(C(F)(F)F)nc(NCc2ccco2)n1
3,4,COc1cccc(C(CC(=O)NCc2ccco2)NS(=O)(=O)c2ccc(C)cc2)c1OC (stereo not given)
-1,7,COC(=O)c1[nH]c2ccccc2c1NC(=O)CN1CCC(C(N)=O)(N2CCCCC2)CC1
-6,-44,COc1cccc(C2CC(c3ccccc3OC)n3nc(N)nc3N2)c1 (stereo not given)
0,6,CCOc1ccc(NC(=O)CSc2nccn2C)cc1
0,-10,CCOC(=O)c1oc2ccccc2c1CN1CCN(C(=O)c2ccccc2)CC1
0,4,CC1CCc2c(sc3c2C2=NS(=O)(=O)CCN2C=N3)C1 (stereo not given)
-2,-1,O=C(NCc1cccnc1)c1ccccc1Br
-8,-13,Cc1c(NC(=O)OCCNC(=O)Nc2ccccc2)sc(=S)n1C
0,2,COc1ccc(S(=O)(=O)N2CCN(CCO)CC2)cc1-c1nnc2c3ccccc3c(C)nn12
3,7,Cc1ccc(C(=O)N2CCCC(c3nc4c(nnn4Cc4ccccc4)c(=O)[nH]3)C2)cc1 (stereo not given)
-1,0,O=C1CCCc2nn(-c3ccccc3)c(-c3ccncc3)c21
0,1,Cc1ccc(CNC(=O)CS(=O)Cc2nc(-c3cccs3)oc2C)cc1 (stereo not given)
-2,-8,CCCCC(CC)CNC(=O)C1CCCN(S(=O)(=O)c2cnc[nH]2)C1 (stereo not given)

# New compounds follow
S aureus QS inh,S aureus QS inh GFP MFI %,structure
11,41,Cc1cc(NC(=O)CSc2nc3c(c(=O)n2-c2ccc(Br)cc2)SCC3)no1
9,38,CCCCCn1c(CN2CCN(c3cc(Cl)ccc3C)CC2)nc2c1c(=O)[nH]c(=O)n2C
-3,-18,Cc1cc(NS(=O)(=O)c2ccc(NC(=O)Nc3ccc4c(c3)OCO4)cc2)no1
1,1,C=C(C)CSc1nnc2[nH]c(=O)cc(N)n12
0,18,Cc1cccc(-n2ncc3c(NCCCn4ccnc4)ncnc32)c1
1,5,O=C(COc1ccc2ccccc2c1)N1CCCC1
2,10,Cc1cc2ccccc2n1CCNC(=O)C1CCCC1
-4,-9,Cc1ncoc1C(=O)Nc1ccccc1-c1ccccc1
9,30,O=C(Nc1ccc2c(c1)OCO2)c1cccc2c1C(=O)N(Cc1cccnc1)C2
0,-24,CCOc1ccccc1-n1c(SCC(=O)NC2CCCC2)nnc1-c1ccoc1C
-6,-2,CCOC(=O)N1CCN(C(=O)c2ccc(CNS(=O)(=O)c3ccc(C)cc3)cc2)CC1
-1,-5,Cc1nc2ccccc2n1CCC(=O)Nc1cccc(F)c1
2,19,N#CCSCC(=O)Nc1ccc(F)cc1
0,6,CCOC(=O)CN1C(=O)C(CC)Oc2ccccc21 (stereo not given)
2,-3,Nc1[nH]nc2nc(N3CCCC3)nc(-c3ccccc3)c12

# Whole records, looked up by structure. Values in the order: S aureus QS inh | S aureus QS inh GFP MFI %
# Cc1cccc(-n2ncc3c(NCCCn4ccnc4)ncnc32)c1 is entered as 0 | 18
# C=C(C)CSc1nnc2[nH]c(=O)cc(N)n12 is entered as 1 | 1
# CCOc1ccccc1-n1c(SCC(=O)NC2CCCC2)nnc1-c1ccoc1C is entered as 0 | -24
# CCOC(=O)CN1C(=O)C(CC)Oc2ccccc21 (stereo not given) is entered as 0 | 6
# Cc1ncoc1C(=O)Nc1ccccc1-c1ccccc1 is entered as -4 | -9

# Remaining list, next part.
S aureus QS inh,S aureus QS inh GFP MFI %,structure
-3,13,O=C(c1ccco1)N1CCN(CC(=O)N2CCCc3c2c(=O)oc2ccc(O)cc32)CC1
-8,3,CCc1ccc(NC(=O)CCn2c(=O)oc3ccccc32)cc1
-2,-5,CCN1CCCC1CNC(=O)CSc1cc(=O)n(C)c2cc(Cl)ccc12 (stereo not given)
-1,-30,Cc1ccc(C)c(SCC(=O)Nc2nnc(-c3ccccc3)o2)c1
-14,-76,CCOC(=O)CNC(=O)CSc1ncnc2c1cnn2Cc1ccccc1
-4,-8,CCC1CCCCN1CCCNC(=O)COc1cc(=O)n(C)c2ccccc12 (stereo not given)
0,2,CCC(=O)OCCn1c(=O)c2cc3c(=O)n(CCOC(=O)CC)c(=O)c3cc2c1=O
-3,-15,O=C1c2ccncc2C(=O)N1CO
0,-3,O=P1(O)C=C(c2ccccc2)NC(c2ccccc2)=C1
2,8,CCC1Oc2ccccc2N(CC(=O)NCCCN2CCC(C)CC2)C1=O (stereo not given)
-8,-31,O=C(CCCCCn1c(=O)[nH]c2ccccc2c1=O)N1CCN(Cc2ccc3c(c2)OCO3)CC1
-3,-8,O=C(O)c1ccccc1S
-2,-3,CC1=C(C(=O)N(C)Cc2ccccc2)C2(CCC(C)CC2)OC1=O (stereo not given)
-3,-11,Cc1ccc(S(=O)(=O)Cc2ccc(C(=O)NCc3ccc4c(c3)OCO4)o2)cc1
1,7,Cc1ccc(NC2c3ncccc3C(=O)N2C2CCCCC2)cc1C (stereo not given)

# Reprinted at random: 5 compounds from above
S aureus QS inh,S aureus QS inh GFP MFI %,structure
-3,13,O=C(c1ccco1)N1CCN(CC(=O)N2CCCc3c2c(=O)oc2ccc(O)cc32)CC1
-2,-5,CCN1CCCC1CNC(=O)CSc1cc(=O)n(C)c2cc(Cl)ccc12 (stereo not given)
-3,-15,O=C1c2ccncc2C(=O)N1CO
-2,-3,CC1=C(C(=O)N(C)Cc2ccccc2)C2(CCC(C)CC2)OC1=O (stereo not given)
-3,-8,O=C(O)c1ccccc1S

# Following part.
S aureus QS inh,S aureus QS inh GFP MFI %,structure
-9,-28,COc1ccc(-n2ccsc2=S)cc1
0,4,COc1ccccc1OCCOc1ccccc1/C=N/n1cnnc1
2,3,COc1ccccc1-n1c(CNC(=O)c2ccco2)nnc1SCC(=O)Nc1ccc(F)cc1
2,15,CN(C)C(=O)N1CCC(C(=O)NCc2ccccc2Cl)CC1
-5,-8,CCC(=O)N1CCc2cc(S(=O)(=O)NCCC(=O)N3CCc4ccccc4C3)ccc21
-1,-27,Cc1cc(C(=O)Nc2nnc(C(F)(F)F)s2)no1
-6,-14,O=C(Cn1c(=O)n(CC2CCCO2)c(=O)c2ccccc21)N1CCN(c2ccccc2)CC1 (stereo not given)
-5,3,CC(C)CCNC(=O)NC(=O)CSc1nnc(-c2ccccc2F)n1N
-5,-11,FC(F)Oc1cccc2cccnc12
-1,6,COC(=O)c1ccc(Cn2cnc3c(cnn3-c3ccc(C)c(C)c3)c2=O)o1
-3,-4,O=C(CCn1c(=O)[nH]c2ccsc2c1=O)N1CCc2ccccc2C1
-1,0,CC(C)(C)NC(=O)COC(=O)c1snc(C(=O)NC2CCCCC2)c1N
-1,0,CCCCN(C(=O)c1ccc(Cl)cc1)C1CC2CCC(C1)N2C (stereo not given)
-3,-14,COc1ccc(-c2noc(CCCC(=O)O)n2)cc1
0,0,COc1cccc(Cn2c(OCC3CCCO3)nc3c2c(=O)n(C)c(=O)n3C)c1 (stereo not given)

# The list continues.
S aureus QS inh,S aureus QS inh GFP MFI %,structure
-5,-19,CCOC(=O)c1cccc(NC(=O)CN2C(=O)C3C4C=CC(C4)C3C2=O)c1 (stereo not given)
0,5,O=C(c1ccccc1)c1ccc(N2CCNCC2)cc1
-1,7,CCOC(=O)NC(CC(=O)O)c1ccc(OCC)cc1 (stereo not given)
-4,-4,CC1(C)CC(=O)c2sc(NS(C)(=O)=O)nc2C1
2,27,COCCCNc1oc(-c2ccccc2F)nc1C#N
3,25,CC(=O)N1CCc2cc(C(=O)CN3CCN(C(=O)c4ccco4)CC3)ccc21
-2,-13,COC(=O)CCC(=O)Nc1ccc(NC(C)=O)cc1
-5,-5,O=C(NCc1ccco1)C1CCC(CNS(=O)(=O)c2cccc3cccnc23)CC1 (stereo not given)
2,4,Cc1cc(N2CCN(c3ccccc3)CC2)n2nnnc2n1
0,-12,Cc1ccc2[nH]c(=O)c(CN(CCc3ccccc3)Cc3nnnn3CC3CCCO3)cc2c1 (stereo not given)
-1,0,Cc1cccc(-n2nc3c(c2NC(=O)CCC2CCCCC2)CS(=O)C3)c1C (stereo not given)
-6,-37,Cc1ccc(S(=O)(=O)N2CCN(Cc3nc4ccccc4n3C)CC2)cc1
1,14,CCc1n[nH]c2c1C(=O)CC(C)(C)C2
-2,-5,O=S(=O)(NCc1ccc2c(c1)OCO2)c1cnc[nH]1
-8,-52,COc1ccc(NC(=O)c2oc3ccccc3c2NC(=O)c2ccc(OC)c(OC)c2)c(OC)c1

# (next part)
S aureus QS inh,S aureus QS inh GFP MFI %,structure
14,42,CCOc1cccc(C2c3c(oc4cc(C)c(C)cc4c3=O)C(=O)N2CCCN(C)C)c1 (stereo not given)
0,6,c1ccc(-c2nn3c(Cn4nnc5ccccc54)nnc3s2)nc1
1,4,CCCNC(=O)c1[nH]c(C)c(C(C)=O)c1C
-3,-3,Cc1[nH]nc2nc3c(c(OC(=O)c4ccccc4)c12)c(=O)n(C)c(=O)n3C
0,0,Cc1ccc(-n2c(C)cc3c2CCCC3=O)cc1
-1,-9,CC(C)Cc1nnc(NC(=O)CCC(=O)N2CCOCC2)s1
1,15,COc1cc2nc(NCCN3CCOCC3)n3nc(-c4ccccc4)nc3c2cc1OC
-5,-8,COc1ccc(S(=O)(=O)N2CCN(CC(=O)Nc3cc(C(F)(F)F)ccc3Cl)CC2)cc1
0,3,Cc1ccc(N=Cc2ccc[nH]2)c(O)c1
-3,-11,c1c2c(cc3sc(N4CCOCC4)nc13)OCO2
1,5,Cc1cc(NCc2ccc3c(c2)OCO3)n2nc(C)nc2n1
-1,6,O=C(NCC1CCCO1)c1ccc(N2CCCCC2)nc1 (stereo not given)
0,13,COc1ccc(-n2ncc3c(NCCCN4CCOCC4)ncnc32)cc1
1,4,CC(C)OCCCNC(=O)c1cc2c(s1)CS(=O)(=O)C2
2,22,Cc1ccc2c(c1)c1c(n2CC(O)CN2C(=O)CNC2=O)C(=O)CCC1 (stereo not given)

# Following part.
S aureus QS inh,S aureus QS inh GFP MFI %,structure
-2,-81,O=S(=O)(NCc1cn2ccsc2n1)c1ccc(Oc2ccccc2)cc1
-3,-17,Cc1ccc2c(c1)-c1c(cnn1CC(=O)O)CO2
-3,-8,Cc1cc(C(F)(F)F)nn1-c1nc(-c2ccco2)cc(C(F)(F)F)n1
2,11,CCOc1ccccc1NC(=O)CN(C)S(=O)(=O)c1cccc2nsnc12
-4,-3,COC(=O)c1ccc2c(=O)n(Cc3ccco3)c(SCC(=O)Nc3ccccc3Cl)nc2c1
0,-1,COc1ccc(N(CC(=O)Nc2ccc3c(c2)OCCO3)S(=O)(=O)c2c(C)noc2C)cc1
-5,-7,CCOc1ccccc1NC(=O)c1ccc(F)c(S(=O)(=O)N2CCC3(CC2)OCCO3)c1
8,18,Cc1oc(-c2ccc(Cl)cc2)nc1CN1CCC(C(=O)NCCCN2CCOCC2)CC1
1,-35,Cc1ccc(-c2nc(C3CCN(S(=O)(=O)c4ccc(C(F)(F)F)cc4)CC3)no2)cc1
0,2,CCOC(=O)CNc1ccc2c(c1)OCO2
-4,-10,O=C(NCc1nnc(SCC(=O)N2CCC(Cc3ccccc3)CC2)o1)c1ccccc1F
0,2,Cc1ccccc1CNS(=O)(=O)c1ccc2c(c1)OCCO2
3,8,NS(=O)(=O)c1ccc(CCNC(=O)CNC(=O)C2CCCCC2)cc1
-1,-16,COC(=O)c1ccccc1NC(=O)Cn1c(-c2nonc2N)nc2ccccc21
-6,-34,O=C(Nc1cccs1)NC1CCCC1

# Next entries:
S aureus QS inh,S aureus QS inh GFP MFI %,structure
7,14,Cc1ccccc1NC(=O)Cn1cnc2c(oc3ccccc32)c1=O
-1,-6,COc1cccc(OC)c1C(=O)N1CCN(S(=O)(=O)c2ccc(C)cc2)CC1
5,16,CCOC(=O)C1=C(N2CCCCC2)c2cc3c(n2C1=O)CCCC3
-2,1,COc1cc(C(=O)NCc2nnc(SCC(=O)N3CCCCC3)o2)cc(OC)c1OC
0,8,CCOc1ccc(CCNC(=O)c2oc3c(c2C)-c2[nH]ncc2CC3)cc1OCC
1,12,CC(C)N1C(=O)CN(C2CCCCCC2)C(=O)C1c1ccccc1F (stereo not given)
0,22,O=C(NCc1ccc2c(c1)OCO2)C1CCCN(S(=O)(=O)c2cccc3cccnc23)C1 (stereo not given)
